Assay outcomes: PubChem, several laboratories
RTF Ca sens inh: cardiac RTF calcium desensitization | inhibition, % at 7.15 µM | AID 493244 | P19429+P45379 | 340,000 tested, 0.12% active | IANBD-labeled cardiac RTF, Ca2+ fluorescence;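 active means inhibition above the mean inhibition of all tested compounds plus 3 SD, cut at about 17% in these data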;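 further: assay run at fixed EC70 calcium of 1.6 mM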
DAGLB inh: diacylglycerol lipase beta (human) inhibition | AID 504411 | inhibition, % at 5.17 µM | Q8NCG7 | 340,000 tested, 0.059% active | HEK293T DAGLB membrane lysate, EnzChek fluorogenic substrate; in the data active means inhibition above about 34%;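 further: 0% = enzyme with vehicle and 100% = wells lacking enzyme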
Target sequence (Q8NCG7 whole entry, looked up): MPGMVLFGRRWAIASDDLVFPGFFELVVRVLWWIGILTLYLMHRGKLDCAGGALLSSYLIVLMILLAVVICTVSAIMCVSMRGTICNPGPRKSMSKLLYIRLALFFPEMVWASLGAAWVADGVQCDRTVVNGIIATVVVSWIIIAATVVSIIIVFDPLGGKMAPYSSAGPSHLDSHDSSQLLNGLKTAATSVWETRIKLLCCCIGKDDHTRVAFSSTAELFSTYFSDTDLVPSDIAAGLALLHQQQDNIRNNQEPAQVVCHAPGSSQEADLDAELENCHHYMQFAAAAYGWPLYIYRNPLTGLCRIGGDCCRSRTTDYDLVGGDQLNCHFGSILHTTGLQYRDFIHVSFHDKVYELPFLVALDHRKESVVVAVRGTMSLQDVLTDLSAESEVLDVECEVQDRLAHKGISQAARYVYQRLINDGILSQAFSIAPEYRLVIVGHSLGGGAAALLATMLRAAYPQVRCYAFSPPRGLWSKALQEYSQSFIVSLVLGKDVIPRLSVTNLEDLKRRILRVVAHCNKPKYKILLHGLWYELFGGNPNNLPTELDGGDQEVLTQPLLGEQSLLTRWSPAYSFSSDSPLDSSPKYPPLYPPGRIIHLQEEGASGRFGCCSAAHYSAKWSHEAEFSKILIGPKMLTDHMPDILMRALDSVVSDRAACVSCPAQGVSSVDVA
SR-BI DiI-HDL act: enhances SR-BI lipid uptake from DiI-HDL; AID 504775; 320,000 tested, 0.096% active; activation, % at 12.5 µM; CHO ldlA[mSR-BI] cells, DiI-HDL uptake fluorescence, 3 h; 100 = double the neutral-control signal;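 active means mean replicate activation of at least 60% and every replicate at or above 60%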;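 further: 0% = median plate neutral-control signal and 100% = twice that signal; values of inactives mirror those of a sister screen read the other way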
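Material: SR-BI-overexpressing, LDLR-lacking CHO cells | Dosing: Single compound concentration, delivered by pin transfer | Probe or stimulus: Labelled HDL, 10 µg/mL | Signal: Bottom-read cell fluorescence after medium removal, ex 550/em 595 nm | Schedule: 3 h, 37 °C | Evaluation: HDL uptake via cellular fluorescence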
Keap1 Nrf2 FP: inhibitors of human Keap1-Nrf2 protein-protein interaction. inhibition, % at 9.4 µM. AID 504523. Keap1 Kelch-Nrf2 peptide fluorescence polarization, 1536-well. 340,000 tested, 0.15% active; in the data active means inhibition above about 12%;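 further: human Keap1 Kelch domain with fluorescein labeled Nrf2 9mer peptide probe; 0% = neutral control wells and 100% = peptide positive control; higher means more block of Keap1 binding to Nrf2 peptide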
NSD2 HMT inh: blocks human histone methyltransferase NSD2; O96028; NSD2 peptide methylation, AlphaScreen, 120 min; inhibition, % at 12.5 µM; 310,000 tested, 0.54% active; AID 743445; in the data active means inhibition above about 50%
PKA-R2B act: activators of human PKA-R2B complex | P22694+P31323 | PKA-R2B holoenzyme dissociation, Cy5-IP20 fluorescence polarization; R2B truncated from residue 108, S112A mutant; 0% DMSO only, 100% 113 µM cGMP | activation, % at 11.4 µM | 340,000 tested, 0.079% active;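 active means activation above a cutoff set at the mean over all compounds plus 3 SD, cut at about 18% in these data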;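 further: higher means more holoenzyme dissociation and a rise in polarization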
Target sequence (P31323 whole entry, looked up, other chains not shown, the tested form may be a part): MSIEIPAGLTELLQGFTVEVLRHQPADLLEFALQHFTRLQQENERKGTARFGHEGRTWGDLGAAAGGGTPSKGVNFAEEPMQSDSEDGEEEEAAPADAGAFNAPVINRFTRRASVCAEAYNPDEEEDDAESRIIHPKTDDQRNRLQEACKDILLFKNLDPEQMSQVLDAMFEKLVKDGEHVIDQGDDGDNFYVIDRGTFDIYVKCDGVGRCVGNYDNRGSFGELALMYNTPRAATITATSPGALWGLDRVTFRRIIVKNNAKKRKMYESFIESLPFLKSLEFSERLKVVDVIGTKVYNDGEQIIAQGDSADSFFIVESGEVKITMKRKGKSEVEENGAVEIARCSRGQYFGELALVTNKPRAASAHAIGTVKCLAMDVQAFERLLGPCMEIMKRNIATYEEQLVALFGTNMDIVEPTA
PvdQ inh: blocks Pseudomonas aeruginosa PvdQ acylase activity | 340,000 tested, 0.063% active | AID 488965 | inhibition, % at 10 µM | purified PvdQ acylase, fluorescence plate reader; in the data active means inhibition above about 30%, passing the limit was not always enough;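 further: 0% = vehicle neutral wells and 100% = reference inhibitor wells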
SR-BI DiI inh: mouse SR-BI HDL lipid transfer inhibition. 320,000 tested, 0.96% active. Q61009. ldlA[mSR-BI] CHO cells, DiI-HDL uptake fluorescence, 3 h. inhibition, % at 12.5 µM;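 active means mean replicate inhibition of at least 70% and a set share of replicates each scoring 70 or more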;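 further: 0% = median of neutral control wells and 100% = median of positive control wells; values of inactives mirror those of a sister screen read the other way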
Arr AP2 block: inhibitors of human beta-arrestin and AP2 interaction; AID 504490; inhibition, % at 10 µM; 340,000 tested, 0.31% active; FITC-arrestin peptide / GST-AP2 beads, flow cytometry; AP2 beta2 appendage carries R879A mutation;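 active means inhibition above a set limit, near 3 SD of compounds lacking own fluorescence, cut at about 54% in these data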;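 further: plate controls were DMSO wells for no effect and 5 µM unlabelled arrestin peptide for full effect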
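System: GST-AP2 R879A bound to glutathione beads, E. coli-expressed. Also added: 50 nM FITC-arrestin peptide. Schedule: compound with beads 12 min RT, then probe 1 h RT. Signal: bead flow cytometry, FITC channel. Read-out basis: percent response.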
C-LANA FP: blocks KSHV LANA C-terminal domain binding to DNA. AID 504423. inhibition, % at 9 µM. 340,000 tested, 0.078% active. MBP-C-LANA/FAM-LBS DNA binding, fluorescence polarization;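 active means highest replicate inhibition at or above 60% at 9 µM, even if other replicates fall short; inactive means all replicates below 60% inhibition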;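 further: 0% = neutral control wells and 100% = 4 µM acridine orange control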
* = called active by the depositor; . = no result given.

SMILES	RTF Ca sens inh	DAGLB inh	SR-BI DiI-HDL act	Keap1 Nrf2 FP	NSD2 HMT inh	PKA-R2B act	PvdQ inh	SR-BI DiI inh	Arr AP2 block	C-LANA FP
CC(=O)Oc1ccc(N2C(=O)C3C4C=CC(O4)C3C2=O)cc1 (configuration not stated)	0	1	-11	-1	-1	0	-9	11	-5	-0.5
Cc1cc(NC(=O)CS(=O)(=O)c2cn(Cc3ccc(F)cc3)c3ccccc23)no1	3	1	-15	0	.	-2	6	15	-2	-1.3
CCN(C(=O)COC(=O)c1oc2ccccc2c1C)c1c(N)n(Cc2ccccc2)c(=O)[nH]c1=O	3	0	-5	-2	1	5	1	5	-1	3.9
O=C(Nc1ccc(Cl)cc1)Nn1cnc2ccccc2c1=O	-10	-2	.	3	0	5	-7	.	-4	1.1
O=C(COc1ccc(N2C(=O)c3ccccc3C2=O)cc1)c1ccccc1	5	-1	21	4	-2	4	-12	-21	-1	-0.5
CCCCCC1NC(=O)NC1CCCCCC(=O)O (configuration not stated)	0	-2	-1	-8	-2	-8	-13	1	4	0.5
C[C@H](CO)N1C[C@H](C)[C@@H](CN(C)S(=O)(=O)c2ccc(F)cc2)Oc2ccc(NS(=O)(=O)c3ccc(F)cc3)cc2C1=O	-5	0	-6	-5	.	3	-14	6	.	-2.3
CCCNC(=S)NCc1ccc(Cl)cc1	-4	-1	7	-4	1	-12	-8	-7	-3	-2.3
Cc1ccc(C(c2sc3nc(C)nn3c2O)N2CCN(C(=O)c3ccco3)CC2)cc1 (configuration not stated)	1	-2	-1	-6	0	-9	-5	1	8	0.7
CC(C)(C)c1ccc(C(=O)Nc2c3c(nn2C(C)(C)C)CS(=O)(=O)C3)cc1	-7	2	14	5	6	-18	6	-14	35	-0.9
COc1ccc(CC(=O)NC2CC(C)(C)NC(C)(C)C2)cc1	-8	0	4	1	-7	-4	-16	-4	-7	0.7
Cc1ccc(S(=O)(=O)c2nc(-c3ccc(F)cc3)oc2N2CCOCC2)cc1	-8	1	-18	-2	0	-6	-4	18	6	-1.9
Cc1ccc(Cl)cc1N1C(=O)CC(C)(C)CC1=O	-15	1	.	-5	6	-1	-9	.	-5	2.3
Cc1c(C(=O)N2CCCC2)oc2c1-c1nn(CC(=O)NCCCN3CCCCC3)cc1CC2	-5	-8	-14	0	0	-6	3	14	10	-3.8
COc1ccc(S(=O)(=O)Nc2cc(Cl)ccc2OC)cc1	-3	-4	-6	2	-5	-7	-13	6	-5	-0.8
CCOc1ccccc1OCC(=O)NCCc1ccc(S(N)(=O)=O)cc1	-5	0	26	0	-4	5	-18	-26	-4	0.5
OCC(O)C1OC(c2ccco2)OC(CO)C1O (configuration not stated)	-6	0	11	1	-1	-4	7	-11	38	0.4
CCOc1ccc(CCNC(=O)COC(=O)/C=C/c2ccc(C)o2)cc1OCC	1	2	-3	-7	1	-5	-13	3	4	0.6
O=C(CCc1ccccc1)Nc1ccccc1C(=O)N1CCOCC1	2	2	17	0	0	2	2	-17	17	-1.8
O=C(Nc1cccc2c1C(=O)NC2=O)c1cccnc1Cl	-6	-1	4	-2	0	0	-9	-4	0	-0.7
CC(=O)c1sc(NS(=O)(=O)c2ccc(C)cc2)nc1-c1ccccc1	-5	9	2	-4	12	13	-12	-2	4	-0.3
CSCCC1NC(=O)N(CC(=O)Nc2ccc(-c3ccccc3)cc2)C1=O (configuration not stated)	6	-2	-19	-3	1	2	4	19	25	-0.3
O=C(CN(C1CCCCC1)S(=O)(=O)c1ccccc1)N1CCCC1	-4	-1	-5	-1	5	1	-12	5	7	-0.1
CC(C)CN1CN(Cc2ccco2)CNC1=S	2	-2	8	-8	0	-2	-11	-8	6	-0.2
CC(=O)Nc1ccc(S(=O)(=O)Nc2cc(Cl)ccc2N2CCOCC2)cc1	-3	0	-1	2	-1	-2	-7	1	1	0.7

New compounds follow
SMILES	RTF Ca sens inh	DAGLB inh	SR-BI DiI-HDL act	Keap1 Nrf2 FP	NSD2 HMT inh	PKA-R2B act	PvdQ inh	SR-BI DiI inh	Arr AP2 block	C-LANA FP
O=C(N/N=C/c1c(F)c(F)c(F)c(F)c1F)c1cccc(S(=O)(=O)N2CCOCC2)c1	-1	1	-68	0	-5	-2	-14	68	1	-0.4
CCOc1cccc(N2CCN(CCNC(=O)Nc3ccc(C)cc3)CC2)c1C	4	0	-24	-1	1	0	-10	24	7	0.8
COc1ccc(-c2cc(C3CCN(c4ncccc4[N+](=O)[O-])CC3)[nH]n2)cc1	11	6	-19	-2	1	-2	-5	19	2	-0.2
O=C(/C=C/C=C/c1ccccc1)c1ccco1	-2	-2	-18	2	5	-3	22	18	49	0.1
CCOC(=O)c1cc2occc2n1CC(=O)NCCOC	8	-3	11	-3	-2	-4	-14	-11	-10	0.3
Cc1ccc(NC(=S)Nc2ccc(F)cc2)c(C)c1	-10	-4	-14	3	2	7	4	14	19	1.4
c1ccc(C[C@H]2CN=C(Nc3ccccc3)N2CC2CCC2)cc1	-12	1	-16	2	.	-15	-7	16	2	1.5
Nn1c(SCc2cn3ccccc3n2)nnc1-c1ccncc1	-17	-4	16	-4	.	6	7	-16	-6	-1.1
Cc1cc(NC(=O)CCC(=O)N(c2ccc(C)c(F)c2)C(C(=O)NC2CCCC2)c2ccco2)no1 (configuration not stated)	1	0	.	-2	5	2	3	.	11	0.6
COc1cc(C(=O)Nc2nnc(C)s2)cc(OC)c1OC	-2	0	-19	2	.	10	8	19	18	0.6
CCOc1cc(C=O)cc(Br)c1OCC(=O)NCCc1ccccc1	2	-7	13	0	-1	2	-5	-13	10	-1.7
Fc1ccccc1N1CCN(c2cnc3ccccc3n2)CC1	1	-4	-33	-4	-31	-5	-5	33	-6	-0.5
CCn1c(=O)cc(OCC(=O)NCCCN2CCCC2=O)c2ccccc21	1	1	-1	0	0	3	7	1	-3	-1.2
Cc1ccc(NC(=O)c2cccs2)cc1S(=O)(=O)N(C)C	6	0	-22	-3	0	-16	-2	22	-1	0.1
O=C(CCN1C(=O)COc2ccccc21)NCc1cccs1	-1	3	8	1	-3	-10	4	-8	27	0.2
S=c1[nH]nc(Nc2cccc(Cl)c2)s1	-9	2	-7	-6	-3	7	3	7	42	1.3
Cc1ccc(Cl)cc1N1CCN(C(=O)CNC(=O)c2ccc(Br)o2)CC1	-7	2	-35	-6	-10	1	-8	35	5	0.8
O=C(CCS(=O)(=O)c1cccc2nonc12)NC1CCCCCC1	-14	-6	36	0	.	-5	-1	-36	16	-3.6
COc1ccc2nc(NC(=O)C3CCN(C(=O)c4ccc(F)cc4)CC3)sc2c1	-4	2	-45	-3	2	-3	-5	45	-5	-1.7
COCCCN(C(=O)CCOc1ccccc1C)c1c(N)n(Cc2ccccc2)c(=O)[nH]c1=O	7	0	10	0	0	-10	7	-10	29	1.1
CC(NC(=O)c1ccccc1F)C1CC1 (configuration not stated)	11	-4	3	-2	2	-12	-23	-3	-4	0.6
CCC1CCCCN1CCCNC(=O)c1cc2c(=O)[nH]c3ccccc3c2n1C (configuration not stated)	-5	2	-34	2	-7	2	-15	34	-14	-2.8
O=c1[nH]c(C2C3CC4CC(C3)CC2C4)nc2ccccc12 (configuration not stated)	-18	-3	1	-2	-1	-6	-7	-1	1	0.3
Cc1ccc(OCC(=O)NNC(=O)[C@@H]2CCCC[C@@H]2C(=O)O)c(Br)c1	3	2	.	-2	0	-5	-12	-22	-2	-1.1
CN(CC(=O)Nc1ccccc1Br)C(=O)c1cc([N+](=O)[O-])ccc1N1CCOCC1	-2	0	5	-4	1	-3	-9	-5	2	-4.4

One compound at a time (already shown). Order of values: RTF Ca sens inh, DAGLB inh, SR-BI DiI-HDL act, Keap1 Nrf2 FP, NSD2 HMT inh, PKA-R2B act, PvdQ inh, SR-BI DiI inh, Arr AP2 block, C-LANA FP
Record of CCOc1cccc(N2CCN(CCNC(=O)Nc3ccc(C)cc3)CC2)c1C = 4, 0, -24, -1, 1, 0, -10, 24, 7, 0.8
Record of COc1ccc(-c2cc(C3CCN(c4ncccc4[N+](=O)[O-])CC3)[nH]n2)cc1 = 11, 6, -19, -2, 1, -2, -5, 19, 2, -0.2
Record of CN(CC(=O)Nc1ccccc1Br)C(=O)c1cc([N+](=O)[O-])ccc1N1CCOCC1 = -2, 0, 5, -4, 1, -3, -9, -5, 2, -4.4

Other entries follow:
SMILES	RTF Ca sens inh	DAGLB inh	SR-BI DiI-HDL act	Keap1 Nrf2 FP	NSD2 HMT inh	PKA-R2B act	PvdQ inh	SR-BI DiI inh	Arr AP2 block	C-LANA FP
COc1cc(-c2nc3ccc4ccccc4c3c3c2CCC3)cc(OC)c1O	5	2	-14	-1	-1	-3	-16	14	-15	1.0
Cc1cccc(NC(=O)C(C)Oc2ccccc2C)n1 (configuration not stated)	-5	-4	7	-3	0	-2	-7	-7	22	-2.3
O=C1C(c2ccccc2)C(c2ccccc2)NC(c2ccccc2)C1c1ccccc1 (configuration not stated)	-2	-8	17	3	-1	-3	0	-17	29	3.6
Cn1c(N)c(C(=O)COC(=O)COc2ccc(Cl)cc2)c(=O)n(C)c1=O	-2	1	2	-6	-2	-7	-7	-2	8	0.2
O=C(O)COCc1nc2ccccc2s1	-4	-2	7	1	-2	5	-12	-7	-10	0.6
Cc1ccc(S(=O)(=O)N(C)CC(=O)NNC(=O)Cc2cccc(F)c2)cc1	1	-1	38	-4	1	-8	-12	-38	-20	1.2
Clc1ccc(-c2c[n+]3c(n2-c2ccccc2)SCC3)cc1	-13	-2	2	-1	-3	-2	-13	-2	19	-1.0
CCCOc1ccc(/C=C/C(=O)Nc2ccc([N+](=O)[O-])cc2C)cc1	-2	-4	-41	-3	4	-7	-11	41	-5	0.4
CCOC(=O)c1c(C)n(C)c2cc(Br)c(C(=O)OC)cc12	-2	-4	8	-1	0	8	-1	-8	20	0.8
Cn1c(=O)c2c(nc(SCC(=O)NC3CCCC3)n2C)n(C)c1=O	5	-2	.	2	-2	-1	-10	.	-6	-0.6
CCOC(=O)c1nnn(-c2nonc2N)c1CN(C)Cc1ccccc1	-3	-3	-9	-3	0	2	-7	9	-9	1.5
O=c1oc(/C=C/c2ccccc2)nc2sc3c(c12)CCC3	-4	1	23	2	4	9	2	-23	2	0.6
CC(C)CC(N)c1cn([C@@H](CCC(=O)O)C(=O)N2CCNCC2)nn1 (some centres not stated)	-6	-2	9	0	.	-6	-3	-9	-4	2.4
CCN(CC)C(=O)c1ccc(-c2nnc(Nc3ccc(O)cc3)c3ccccc23)cc1	-8	4	-23	3	3	4	-8	23	5	2.5
CC(C)C[C@H](NC(=O)c1nc[nH]c1C(=O)N[C@@H](CC(C)C)C(=O)OC(C)(C)C)C(=O)OC(C)(C)C	1	-8	-15	2	.	5	6	15	31	0.4
O=C(CCS(=O)(=O)c1ccc(Br)cc1)Nc1ccccn1	8	1	-9	-2	-1	-6	5	9	50	-0.2
CCC[C@H]1COCCS(=O)(=O)N1Cc1ccccc1	-10	-2	13	-4	.	-1	1	-13	2	-0.3
CCn1cc(C(=O)NCCN(C)C)c(=O)c2cc(F)c(N3CCN(C)CC3)cc21	-7	-1	16	2	6	-9	18	-16	-3	-1.8
